From PubChem
DT40 TDP1 CPT = DT40-hTDP1 cell growth loss with CPT; chicken DT40 Tdp1-/-;hTDP1 cells + 20 nM CPT, ATP luminescence, 48 h; 12% of 420,000 active; AID 686979; Potency, µM (series often up to 46.2 µM), inactives show at the highest dose activity change, negative = growth inhibition, usual class: inhibitors; note: nearly all actives have a fitted effect of over 55% in size
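Chicken DT40 Tdp1-/- cells stably complemented with human TDP1 were seeded at 400 cells/well in medium containing 20 nM camptothecin, exposed to pin-transferred compounds, and grown at 37 °C for at least 48 hr. Viability was read as ATP luminescence.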
FEN1 inhibitor = inhibitors of human flap endonuclease 1 | Potency, µM (series often up to 114 µM), for the others: at the top dose activity change, negative = inhibition, usual class: inhibitors | P39748 | 0.35% of 390,000 active | Recombinant FEN1 flap cleavage, fluorescence, 15 min; note: nearly all actives have a fitted effect of over 65% in size
Target sequence (P39748 whole entry, looked up): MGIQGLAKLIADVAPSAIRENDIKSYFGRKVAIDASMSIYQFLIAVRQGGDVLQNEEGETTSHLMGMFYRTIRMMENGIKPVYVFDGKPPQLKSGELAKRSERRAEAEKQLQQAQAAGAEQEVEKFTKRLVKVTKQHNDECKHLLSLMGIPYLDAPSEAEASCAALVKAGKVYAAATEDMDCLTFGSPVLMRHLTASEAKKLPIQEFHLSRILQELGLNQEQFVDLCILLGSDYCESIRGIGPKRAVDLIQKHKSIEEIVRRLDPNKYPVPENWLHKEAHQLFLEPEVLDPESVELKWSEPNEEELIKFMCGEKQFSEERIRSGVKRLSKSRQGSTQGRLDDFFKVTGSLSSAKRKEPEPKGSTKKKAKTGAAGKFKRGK
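Nuclease activity of 10 nM FEN1 was measured after 15 min of room-temperature exposure to titrated compounds, by adding 50 nM flap substrate and reading plates at 0 and 15 min.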
GCN5L2 inh = inhibitors of human GCN5L2 histone acetyltransferase; Q92830; GCN5L2 HAT assay, ThioGlo1 CoA-SH fluorescence; Potency, µM (doses to about 58.9 µM), without a hit: top-dose activity change, negative = inhibition, actives largely listed as inhibitors; 0.21% of 390,000 active; AID 504327
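qHTS, 1536-well. 20nM enzyme, pH 7.5 HEPES/EDTA/Tween-20 buffer; 15 min compound preinc., RT. Start: 75uM H3(1-25), 70uM AcCoA, 50uM ThioGlo1. Read Ex340/Em540 at t=0 (autofluorescence flag) and t=20 min.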
* marks the source's active call; other numbers are inactive results; ? = inconclusive; . = no result given. Calls come from the whole dose curve; as a rule, active = well fitted curve in the direction sought with a large enough effect; inconclusive = small, poorly fitted or top-dose-only effect, or another doubt; inactive = no such curve, though single readings can be large; an effect the other way counts as inactive or inconclusive. % is set by controls: 0 for no effect and ±100 for the full control effect; potency is the fitted concentration of half-maximal effect. These rows are one share of the data; count on the stated rates, not on these rows.

smiles	DT40 TDP1 CPT	FEN1 inhibitor	GCN5L2 inh
Cn1c(SCC(=O)NCc2cccs2)nnc1-c1ccc(S(=O)(=O)N2CCCC2)cc1	-24%	-3%	1%
COC(=O)c1nc(-c2ccccc2)oc1N(C)C	-1%	-11%	-8%
CCC(C(=O)Nc1cc(C)ccc1OC)n1nnc(C(=O)OC)c1C(=O)OC (stereo unspecified)	-1%	-5%	-15%
COc1ccc(C2=C(N3CCN(c4cccc(C)c4)C(C)C3)c3ccccc3C2=O)cc1 (stereo unspecified)	21µM*	12%	-7%
CCc1nnc(NS(=O)(=O)c2ccc(NC(=O)c3ccc(C#N)cc3)cc2)s1	15%	6%	-5%
CCOC(=O)C1=C(c2ccccc2)NC(=S)NC1c1ccc(Cl)cc1 (stereo unspecified)	-21%	-20%	-10%
Fc1cccc(-c2cc3nc4c(c(NCc5ccco5)n3n2)CCCC4)c1	?	4%	0%
CCN(CC(=O)NCc1ccc(F)cc1)Cc1nc2ccccc2c(=O)[nH]1	0%	5%	-12%
CN1C(=O)c2ccc(NC(=O)c3c(C(=O)O)cccc3[N+](=O)[O-])cc2C1=O	-7%	-16%	-14%
CC12CCC(c3c1nc1ccccc1[n+]3[O-])C2(C)C (stereo unspecified)	?	3%	-3%
CS(=O)(=O)Nc1ccc(C(=O)Nc2ccccc2C(=O)NCc2ccco2)cc1	-18%	-3%	-11%
Cc1cccc(C2c3[nH]c4ccccc4c3CCN2C(=O)c2cc(-c3cccn3C)n[nH]2)n1 (stereo unspecified)	?	-21%	-3%
COc1ccc(NC(=S)NC(=O)c2ccccc2)cn1	-2%	-14%	?
COc1ccc(CC(=O)Oc2ccc(Br)cc2F)cc1S(=O)(=O)N1CCOCC1	18%	-4%	0%
CCCc1cc(=O)[nH]c(SCC(=O)NC2CC2)n1	8%	19%	1%
Cc1cccc(C(=O)Nc2ccc3c(c2)nc(C)n3C)c1	-14%	0%	?
CC1(C)O[C@H]2[C@@H](O1)[C@@H](C(=O)Nc1ccccc1O)O[C@@H]1OC(C)(C)O[C@@H]12	-18%	11%	-5%
Cc1cc(C)n(C(=O)c2ccc(S(=O)(=O)N3CCOCC3)cc2)n1	5%	5%	-6%
COc1cccc2c(O)c(-c3ccccc3)c(=O)[nH]c12	-4%	-5%	.
CCNC(=O)Oc1ccc[nH]c1=O	?	-17%	-23%

smiles	DT40 TDP1 CPT	FEN1 inhibitor	GCN5L2 inh
CC1CCc2nc(NC(=O)CCSc3ccccc3)sc2C1 (stereo unspecified)	-7%	4%	2%
O=Cc1c(-c2ccc(Cl)cc2)oc2ccc(O)cc12	-4%	-18%	.
Cn1nnnc1Sc1ncnc2scc(-c3cccs3)c12	.	1%	?
CN(CC(=O)Nc1cccc(F)c1)C(=O)c1cc(S(=O)(=O)N2CCN(c3ccccc3)CC2)ccc1Cl	16µM*	1%	-14%
Cc1ccc(NC(=O)CN(C)C(=O)c2ccc(Sc3nncn3C)c([N+](=O)[O-])c2)cc1	1%	-2%	-3%
O=C(OCc1ccc([N+](=O)[O-])cc1)c1cc2ccccc2oc1=O	0%	4%	.
O=C(c1cnccn1)N1CCC2(CCCN(C(c3ccccc3)c3ccccc3)C2)CC1	?	.	-17%
COCCCN1C2=C(C(=O)CC(C)(C)C2)C(c2ccc(OC)c(OC)c2)C2=C1CC(C)(C)CC2=O	-9%	-2%	-10%
CCOc1ccc(NC(=O)CSc2nnc(-c3ccoc3C)n2CC2CCCO2)cc1 (stereo unspecified)	?	-3%	1%
O=C1C2C(C(=O)N1/N=C/c1ccc([N+](=O)[O-])o1)C1C=CC2C12CC2 (stereo unspecified)	16µM*	8%	1%
O=C(Nc1ccc2oc(-c3cccnc3)nc2c1)c1ccc(-c2ccccc2OC(F)(F)F)o1	10µM*	4%	-8%
COc1cc(C(C(=O)NC2CCCCC2)N(C(=O)Cc2c[nH]c3ccccc23)c2ccccc2C)cc(OC)c1OC (stereo unspecified)	-7%	6%	-9%
Nc1nc(C2CC(=O)OC23CCCCC3)cs1 (stereo unspecified)	-7%	10%	0%
N#C/C(=C(/O)Cc1ccccc1)P(=O)(c1ccccc1)c1ccccc1	-10%	11%	-4%
O=C(/C=C/c1cc[n+](CC(=O)c2ccc3cccc4c3c2CC4)cc1)c1ccc2cccc3c2c1CC3	?	?	-22%
O=c1c2cccnc2n(-c2ccccc2)n1Cc1c(Cl)cccc1Cl	22%	-1%	-23%
COc1cc(C2C(C(=O)Nc3ccccc3OC)=C(C)Nc3ncnn32)ccc1O (stereo unspecified)	0%	3%	-3%
Cc1csc(=O)n1CC(=O)OCC(=O)Nc1cc(S(=O)(=O)N2CCOCC2)ccc1Cl	-15%	-2%	-11%
Cc1ccc(NC(=O)CSCc2cnn(-c3ccccc3)c2-n2cccc2)c(C)c1	?	-2%	-12%
Cc1nn(-c2ccccc2)c(C)c1/C=N/n1c(-c2ccc(Cl)cc2)n[nH]c1=S	?	3%	-1%

smiles	DT40 TDP1 CPT	FEN1 inhibitor	GCN5L2 inh
Cc1cc(C(=O)Cn2nc(C(=O)O)c3ccccc3c2=O)c(C)n1-c1ccc(F)cc1	29µM*	-4%	-4%
CCOc1ccc(-n2c(C)cc(/C=N/N(C)C)c2C)cc1	9.2µM*	-17%	-12%
O=C(CCN1C(=O)c2ccccc2Sc2ncccc21)Nc1ccc(F)cc1F	-4%	2%	-1%
COc1ccc(CCn2c(SCC(=O)Nc3cc(C)on3)nc3ccccc3c2=O)cc1OC	?	-1%	-5%
CCOC(=O)c1c(N)n(-c2ccc(C)c(C)c2)c2nc3ccccc3nc12	.	-7%	-1%
CN(C(=O)c1ccc(NC(=O)Cc2cccc(NC(=O)C3CCCN(C(=O)C4CC4)C3)c2)cc1)C1CCCC1 (stereo unspecified)	?	14%	2%
CC(=O)Nc1ccc(Nc2nc(C)c([N+](=O)[O-])c(Nc3ccccc3)n2)cc1	23µM*	-22%	-9%
Cc1ccccc1CSc1ccc(-c2cccs2)nn1	?	-4%	-12%
O=c1cc(O)c2sc3nc4c(c(C(F)(F)F)c3c2[nH]1)CCCCC4	-18%	8%	-9%
CCn1c(CCC(=O)O)nc2cc(S(=O)(=O)N(C)C)ccc21	-5%	1%	-4%
O=C1CCC(C(=O)N2CCCC(N3CCN(c4cccc(C(F)(F)F)c4)CC3)C2)=NN1 (stereo unspecified)	-1%	17%	3%
COc1ccccc1OCCCCN1CCC(C)CC1	3%	5%	4%
CCc1ccc(-c2cc(C)no2)cc1S(=O)(=O)N1CCN(c2ccccc2)CC1	16µM*	-4%	-13%
O=C(NCc1cccc(F)c1)c1cccc2c1C(=O)c1ccc(N3CCOCC3)cc1S2(=O)=O	?	-7%	-7%
CCOC(=O)C1CCCN(C(=O)c2ccc(Cl)c(S(=O)(=O)N3CCCCC3)c2)C1 (stereo unspecified)	?	-19%	-2%
COc1ccc(Cl)cc1NC(=O)CSc1nccn1-c1ccc(Cl)cc1	?	-6%	0%
CC(C)Oc1ccc(S(=O)(=O)N2CCOCC2)cc1NC(=O)Cc1cccs1	-22%	-2%	1%
Cc1ccc2[nH]c(C)c(CCN(Cc3cccnc3)C(=S)NC(C)(C)C)c2c1	?	0%	-29%
COc1ccc(S(=O)(=O)N2CCOC2CNC(=O)C(=O)NCCN2CCOCC2)cc1C (stereo unspecified)	14%	7%	1%
Cc1cccc(NC(=O)CCN2CCN(C/C=C/c3ccccc3)CC2)c1	?	2%	-11%

smiles	DT40 TDP1 CPT	FEN1 inhibitor	GCN5L2 inh
Cc1sc2nc(CN3CCCCC3)nc(Nc3ccc4c(c3)OCCO4)c2c1C	0%	-2%	-18%
Cc1cc(Nc2ccccc2)nn1C(=O)c1ccc(Cl)cc1	10%	-9%	2%
CC(C(=O)NCCCn1ccnc1)(c1ccccc1)c1ccccc1	15µM*	15%	-25%
COc1ccc(-c2ccoc2)cc1[C@H]1[C@H]2C=CC[C@@H](C)[C@@H]2C(=O)N1Cc1ccccc1	?	-9%	3%
CC(=O)Nn1cc2c(=O)n(C)c(=O)n(C)c2c1	10%	-1%	-2%
CC(C)[C@H](NS(=O)(=O)c1ccccc1)C(=O)Nc1ccccc1N1CCOCC1	-20%	-3%	-2%
CCN(CC)C(=O)c1cn(CCC#N)nc1-c1ccc(F)cc1	7%	11%	-1%
Cc1cc(=O)oc2cc(OCC(=O)OCC(=O)Nc3ccccc3Br)ccc12	3%	-2%	-19%
N#CC1=C(C2CC2)CC(c2ccccc2)C(C#N)=C1N (stereo unspecified)	-20%	-1%	-2%
COc1ccc(C2C3=C(CC(C)(C)CC3=O)Oc3ncn4nc(-c5ccccc5)nc4c32)cc1 (stereo unspecified)	-6%	7%	.
COc1c(C)cc(Br)cc1C(=O)NC(=S)Nc1ccc(Cl)c(C(=O)O)c1	2%	-5%	-5%
COc1cc(/C(C)=N/NC(=O)Cc2c(C)[nH][nH]c2=O)ccc1O	-3%	1%	0%
COc1ccc(Oc2ncc3nc(-c4ccccc4)c(=O)n(Cc4cccs4)c3n2)cc1	?	.	-22%
CSc1nsc(SCc2ccc(Cl)cc2)n1	-25%	-19%	-4%
CC(=O)Nc1ccc(NC(=O)CSc2ccc(-c3ccc4c(c3)OCO4)nn2)cc1	?	-3%	-1%
COC(=O)c1c(NC(=O)COc2ccc(Cl)cc2)sc2c1CC(C)(C)NC2(C)C	2.9µM*	-13%	1%
COc1ccc(-c2cc(=O)oc3cc(OC(C)C(=O)NCc4ccccn4)ccc23)cc1 (stereo unspecified)	21µM*	12%	-22%
CC(C)CCN1C(=O)c2cccc3c(N)ccc(c23)C1=O	-14%	?	.
CN(C)c1ccc(CNC(=O)CN2C(=O)CSc3ccc(S(=O)(=O)N4CCCC4)cc32)cc1	?	1%	-8%
Cc1cc(C(F)(F)F)cc(NNC(=O)NC(=O)c2c(F)cccc2Cl)n1	2%	1%	-2%

smiles	DT40 TDP1 CPT	FEN1 inhibitor	GCN5L2 inh
Cc1nc(-c2ccccn2)nc(SCC(=O)c2ccccc2)c1Cl	?	-20%	-8%
O=C(O)/C=C/c1ccc(S(=O)(=O)N2CCCCCC2)cc1	9%	2%	-2%
O=C(NCc1cccnc1)c1ccc2c(c1)OCO2	-6%	-1%	-8%
CC(C)n1c(C(=O)OCC(=O)NCc2ccc3c(c2)OCO3)cc2occc21	-17%	-21%	-7%
COc1cc(NS(=O)(=O)c2ccc(OC)c(OC)c2)cc(OC)c1	-14%	0%	0%
COc1ccc(CCNC(=O)CN(C)S(=O)(=O)c2ccc3c(c2)CCC(=O)N3)cc1OC	-37%	3%	5%
CCOc1cc(CNCc2ccccn2)ccc1OCC(=O)NC1CCCCC1	?	-4%	0%

By substructure, those above containing an NH in an aromatic ring (ten)
smiles	DT40 TDP1 CPT	FEN1 inhibitor	GCN5L2 inh
CCN(CC(=O)NCc1ccc(F)cc1)Cc1nc2ccccc2c(=O)[nH]1	0%	5%	-12%
Cc1cccc(C2c3[nH]c4ccccc4c3CCN2C(=O)c2cc(-c3cccn3C)n[nH]2)n1 (stereo unspecified)	?	-21%	-3%
CCCc1cc(=O)[nH]c(SCC(=O)NC2CC2)n1	8%	19%	1%
COc1cccc2c(O)c(-c3ccccc3)c(=O)[nH]c12	-4%	-5%	.
CCNC(=O)Oc1ccc[nH]c1=O	?	-17%	-23%
COc1cc(C(C(=O)NC2CCCCC2)N(C(=O)Cc2c[nH]c3ccccc23)c2ccccc2C)cc(OC)c1OC (stereo unspecified)	-7%	6%	-9%
Cc1nn(-c2ccccc2)c(C)c1/C=N/n1c(-c2ccc(Cl)cc2)n[nH]c1=S	?	3%	-1%
O=c1cc(O)c2sc3nc4c(c(C(F)(F)F)c3c2[nH]1)CCCCC4	-18%	8%	-9%
Cc1ccc2[nH]c(C)c(CCN(Cc3cccnc3)C(=S)NC(C)(C)C)c2c1	?	0%	-29%
COc1cc(/C(C)=N/NC(=O)Cc2c(C)[nH][nH]c2=O)ccc1O	-3%	1%	0%
